Screening results deposited in PubChem by several laboratories.
West Nile virus CPE = West Nile virus antiviral activity, cell-based, CPE readout (AID 1621). one-dose CPE inhibition, % at 10 µM; IC50 in µM for titrated hits. West Nile virus-infected cells, CPE inhibition; higher % means a stronger effect. hit rate 0.02% among 290,000; in the data active = a potency from the dose series; inconclusive = CPE inhibition mostly from about 3.7% at the one dose, without a potency; inactive = the rest, 99 in 100 with CPE inhibition below about 2.2%; note: strong numbers were not always called active
Insulin prom up = MIN6 insulin promoter up-regulation | hit rate 0.3% among 190,000 | AID 1625 | MIN6 insulin promoter-GFP reporter, high-content imaging; active compounds read high | z-score at 5 µM;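 active = z-score above 3 at 5 µM with at least 500 cells counted in the well; inconclusive = wells under 500 cells, flagged as cytotoxic or low count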
RSV CPE inhibition = inhibition of RSV-induced cytopathic effect – HEp-2 cells, primary 10 µM value included (AID 2391); one-dose CPE inhibition, % at 10 µM; IC50 in µM for titrated hits; HEp-2 cells, RSV-induced CPE inhibition; higher % means a stronger effect; hit rate 0.13% among 310,000; in the data active = a potency from the dose series; inconclusive = CPE inhibition mostly from about 23% at the one dose, without a potency; inactive = the rest, 99 in 100 with CPE inhibition below about 21%; note: strong numbers were not always called active
TNAP activators = human TNAP enzyme activators, primary screen, biochemical, luminescent, no phosphate acceptor, uHTS (AID 1001); purified TNAP, luminescent activation assay, no phosphate acceptor; higher activation fold means a stronger effect; one-dose activation fold at 20 µM; EC50 in µM for titrated hits; hit rate 0.03% among 200,000; in the data active = activation fold from about 3, or a potency from the dose series; inactive = the rest, 99 in 100 with activation fold below about 1.6; note: many of its hits are not listed in these tables
ER stress rescue = rescue of cells from ER stress-induced death, primary screen, 384-well, CSM14.1, thapsigargin, ATP luminescence (AID 1222). CSM14.1 thapsigargin-induced death rescue, ATP luminescence; higher % means a stronger effect. cellular ATP content (survival), % at 20 µM, or EC50 in µM where a hit was titrated. 190,000 tested, under 10 active;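 active = EC50 below 50 µM in the dose-response confirmation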;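 note: death triggered by thapsigargin at about 15 µM added after 2 h compound pretreatment; cell ATP read after overnight thapsigargin exposure of roughly 18 to 22 hours; normalized against plate controls of thapsigargin alone and 5% DMSO vehicle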
SV40 large T antigen = TAg ATPase/helicase activity blockers – biochemical (AID 1903) | SV40 large T antigen ATPase/helicase inhibition assay; higher % means a stronger effect | inhibition, % at 20 µM, or IC50 in µM where a hit was titrated | hit rate 0.39% among 310,000; in the data active = a potency from the dose series; inconclusive = inhibition mostly from about 32% at the one dose, without a potency; inactive = the rest, 99 in 100 with inhibition below about 32%; note: strong numbers were not always called active
PMI inhibitors = inhibitors of human PMI, primary screen, biochemical, fluorescence intensity, coupled assay (AID 1209); purified PMI enzyme, coupled fluorescence intensity; higher % means a stronger effect; inhibition, % at 20 µM, or IC50 in µM where a hit was titrated; hit rate 0.42% among 190,000;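 note: plate controls were DMSO vehicle for no effect and wells lacking substrate for full effect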
Salmonella PhoP GFP = PhoP-dependent GFP reporter repression – Salmonella Typhimurium, primary screen (AID 1863); S. Typhimurium PhoP-regulated promoter GFP reporter, 4 h; higher % means a stronger effect; one-dose inhibition, % at 50 µM; IC50 in µM for titrated hits; hit rate 0.16% among 300,000;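 active = inhibition over 29.93%, a cutoff 3 SD above the screen mean, later confirmed by dose response; inconclusive = inhibition over 29.93% but no dose response follow-up; inactive = inhibition at most 29.93% or unconfirmed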;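 note: 0% = low Mg2+ inducing control and 100% = high Mg2+ repressing control; strong numbers were not always called active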
human PMI inhibitors = human PMI inhibitors, high substrate, primary screen, biochemical, fluorescence intensity, high mannose 6-phosphate (AID 1220); recombinant PMI enzyme, coupled fluorescence intensity; higher % means a stronger effect; inhibition, % at 20 µM, or IC50 in µM where a hit was titrated; hit rate 0.66% among 190,000
Insulin prom up cell count = further read-out of Insulin prom up, marked with its call; cell count; measured here: cytotoxicity, nuclei count;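 total cells summed across four imaged fields per well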
* marks the source's active call; other numbers are inactive results; ? = inconclusive; · = not tested or not shown. Cut-off read from the data, not from the text of the source, unless noted: active = inhibition above about 50%; inactive = the rest.

SMILES | West Nile virus CPE | Insulin prom up | Insulin prom up cell count | RSV CPE inhibition | TNAP activators | ER stress rescue | SV40 large T antigen | PMI inhibitors | Salmonella PhoP GFP | human PMI inhibitors
CN(c1ccccc1C(=O)N1CCc2ccccc2C1)S(C)(=O)=O | 0.1% | -0.42 | 1286 | 1.6% | 1 | -3.4% | 2% | 3% | -3% | -4%
COc1ccc(OC)c(C2=NOC(C(=O)NCCN3CCOCC3)C2)c1 (stereo not given) | 0.0% | 0.15 | 1587 | -0.3% | 1.1 | 4.2% | 5% | 14% | 14% | 13%
COC(=O)c1ccc(NC(=O)c2ccccc2)o1 | 1.0% | 2.7 | 1368 | 0.6% | 1 | -2.3% | -3% | -3% | 0% | -9%
CCCCOc1ccc([N+](=O)[O-])cc1C(=O)O | 0.8% | 0.18 | 1365 | 0.1% | 1.1 | -0.1% | 3% | -8% | -1% | -3%
COc1ccc(N2CCN(CCC(N)=O)CC2)cc1 | 0.1% | · | · | -0.6% | 1.2 | -1.5% | 21% | 0% | -2% | -4%
S=c1[nH]nc(CCc2ccccc2)n1-c1ccccc1 | -0.1% | · | · | 1.3% | 1.2 | -5.0% | 18% | 26% | -7% | 19%
O=C(Cc1ccccc1)Nc1ccc(N2CCN(Cc3ccccc3F)CC2)cc1 | 0.4% | 0.96 | 915 | 0.4% | 1.2 | 0.4% | -4% | -8% | -3% | -7%
O=C(Cc1ccccc1)NCC(=O)N1CCC2(CC1)NCCc1[nH]cnc12 | -0.1% | · | · | 0.3% | · | · | 12% | · | 3% | ·
O=S(=O)(c1ccc(Cl)cc1)N1CCCN(c2nc3ccc(Cl)cc3s2)CC1 | -0.1% | -1.5 | 1515 | 2.5% | · | · | 3% | · | 3% | ·
Cc1cc(NC(=S)NC(=O)CC(C)C)ccc1Br | -0.7% | · | · | -0.7% | 1.1 | 0.2% | 14% | 10% | 2% | -6%
CCCCCCCCC(=O)N/N=C(\C)c1ccc(O)cc1O | -1.9% | -0.04 | 1116 | 6.1% | 1 | -3.0% | 7% | -12% | 1% | -15%
CCN(CC)S(=O)(=O)c1ccc(N=Cc2c(C)c(C#N)c(=O)n(C)c2O)cc1 | -0.2% | · | · | 2.5% | 1 | 1.7% | 18% | -8% | -11% | 29%
CCOc1ccc(N(CC(=O)O)S(=O)(=O)c2ccc(OC)c(OC)c2)cc1 | 0.0% | 0.97 | 1416 | 0.1% | 1.1 | -1.4% | 2% | 9% | 6% | 7%
O=C(CCCN1C(=O)/C(=C\c2cccs2)SC1=S)NNC(=O)c1ccncc1 | -0.3% | -0.21 | 1326 | 6.6% | 1.8 | -0.4% | 8% | -8% | 0% | -9%
Cn1c(=O)c2c(nc(Cl)n2CC(=O)N2CCCCC2)n(C)c1=O | -0.6% | · | · | 0.0% | 1.1 | 1.0% | 20% | 1% | 3% | 2%
COc1ccc(C(=O)Nc2ccc(-c3n[nH]c(=S)o3)cc2)cc1 | 0.0% | · | · | 0.7% | · | · | 5% | · | -7% | ·
O=S(=O)(c1ccccc1)N1CCC(Oc2ccc(-n3cnnn3)cc2)CC1 | -0.3% | · | · | 8.8% | · | · | 8% | · | -12% | ·
Cc1cc2c(C)nc(N/N=C/c3ccc([N+](=O)[O-])cc3)nc2o1 | -0.4% | 0.06 | 1530 | 2.3% | 1 | 2.2% | 8% | -4% | 13% | -5%
C=CCn1c(Cc2ccc(OC(C)C)c(Cl)c2)nnc1SCC(N)=O | -0.1% | 0.94 | 1212 | 0.5% | 1.1 | 1.5% | 2% | 17% | 5% | 13%
COCCCNC(=O)c1cc2cc3cc(OC)ccc3nc2o1 | -0.6% | · | · | 2.4% | · | · | 82% | · | 11% | ·
CCCN(CCC)CC(O)CN(c1ccccc1)S(=O)(=O)c1ccc(C)cc1 (stereo not given) | -1.4% | · | · | 1.0% | 1.1 | 0.4% | 0% | 6% | 4% | 3%
O=C(CN1CCCCC1)Nc1ccc(N2CCCCCC2)cc1 | 0.0% | 0.96 | 1356 | -3.2% | 1 | -1.5% | 32% | 15% | 3% | 34%
CCCN(CCC)C(=O)Cn1c(=O)n(CCCC(=O)NCc2ccco2)c(=O)c2sccc21 | -0.3% | 0 | 1349 | 0.6% | 1 | -8.2% | 14% | -11% | 2% | -1%
Cc1nc(N2CCN(S(=O)(=O)c3ccc(Br)cc3)CC2)c2c(C)c(C)sc2n1 | -0.9% | · | · | 3.5% | 1.1 | 0.2% | 24% | 0% | -11% | 8%

The last five records of the section before open the next one.
SMILES | West Nile virus CPE | Insulin prom up | Insulin prom up cell count | RSV CPE inhibition | TNAP activators | ER stress rescue | SV40 large T antigen | PMI inhibitors | Salmonella PhoP GFP | human PMI inhibitors
COCCCNC(=O)c1cc2cc3cc(OC)ccc3nc2o1 | -0.6% | · | · | 2.4% | · | · | 82% | · | 11% | ·
CCCN(CCC)CC(O)CN(c1ccccc1)S(=O)(=O)c1ccc(C)cc1 (stereo not given) | -1.4% | · | · | 1.0% | 1.1 | 0.4% | 0% | 6% | 4% | 3%
O=C(CN1CCCCC1)Nc1ccc(N2CCCCCC2)cc1 | 0.0% | 0.96 | 1356 | -3.2% | 1 | -1.5% | 32% | 15% | 3% | 34%
CCCN(CCC)C(=O)Cn1c(=O)n(CCCC(=O)NCc2ccco2)c(=O)c2sccc21 | -0.3% | 0 | 1349 | 0.6% | 1 | -8.2% | 14% | -11% | 2% | -1%
Cc1nc(N2CCN(S(=O)(=O)c3ccc(Br)cc3)CC2)c2c(C)c(C)sc2n1 | -0.9% | · | · | 3.5% | 1.1 | 0.2% | 24% | 0% | -11% | 8%
CCc1cc2c(=O)c(-n3cnc4ccccc43)coc2cc1O | 0.4% | 0.66 | 1104 | 0.0% | 1.1 | 0.9% | 3% | 4% | 13% | 6%
CCCCCCN1Cc2ccccc2C1 | -0.3% | -0.31 | 1651 | 1.2% | 1 | -0.7% | 21% | 5% | -5% | 7%
O=C(NCc1n[nH]c(=S)n1-c1ccc(Cl)c(Cl)c1)c1ccc(S(=O)(=O)N2CCCCC2)cc1 | 0.0% | · | · | 4.7% | · | · | 4% | · | 8% | ·
CC1CCN(c2c([N+](=O)[O-])nn(-c3ccc4c(c3)OCCO4)[n+]2[O-])CC1 | -0.8% | -0.76 | 865 | 1.6% | 1.1 | -0.5% | 4% | 11% | -21% | 6%
Cc1ccc(CNC(=O)c2coc(=O)c3ccccc23)o1 | -0.4% | -0.58 | 1750 | 2.8% | 1.1 | -2.0% | 10% | 9% | 8% | 3%
CC(=O)c1c(C)[nH]c(C(=O)NCc2ccccn2)c1C | 0.5% | ? | · | 4.1% | 1.2 | -1.3% | 17% | -6% | 4% | -6%
Cc1cccc(S(=O)(=O)Nc2nc3ccccc3nc2NCc2ccc3c(c2)OCO3)c1 | · | -0.12 | 1574 | -0.6% | 1.2 | -2.4% | 2% | 4% | -10% | 1%
Cc1ccc2c(c1)C(c1ccc(N3CCOCC3)cc1)=NNC(c1cccs1)=N2 | 0.0% | -0.52 | 1216 | 19% | 0.9 | -0.7% | 10% | -7% | -4% | -5%
Cc1cc(OCC(=O)NCCO)ccc1Cl | -0.1% | 0.35 | 1205 | 2.0% | 1.1 | 0.2% | 5% | -10% | 9% | -3%
O=C1N=c2ccccc2=C1c1sc(=S)n(NC(=O)c2cccc(O)c2)c1O | 1.0% | 0.67 | 1578 | · | 0.7 | 0.1% | 6% | 26% | -9% | 49%
O=C(CN1CCOC1=O)N1CCCC(N2CCN(c3cccc(C(F)(F)F)c3)CC2)C1 (stereo not given) | 0.1% | · | · | 0.8% | · | · | 4% | · | 4% | ·
CC(C)NC(=O)CSc1nc2ccccc2n1CC(=O)N(C(C)C)C(C)C | 0.7% | 0.54 | 1271 | · | 1 | -1.7% | 25% | -12% | -9% | 0%
Cn1cccc1CNC(=S)Nc1ccccc1F | 0.6% | 0.7 | 1322 | -0.8% | 1.1 | -11% | 22% | -25% | -7% | -12%
COc1cc(/C=N/n2cnnc2)ccc1OC(=O)c1cccnc1 | 2.0% | 0.22 | 1100 | 1.7% | 1.1 | · | 27% | -3% | 23% | -6%
c1cc2c(cc1-c1[nH]ncc1CN1C[C@H]3CC[C@H]1C3)OCO2 | -0.1% | 0.31 | 1381 | 1.6% | 0.6 | -0.7% | 11% | 12% | -4% | 13%
O=c1[nH]c2ccccc2c2nc3ccccn3c12 | 1.5% | 0.16 | 1250 | -1.2% | 1.1 | -5.4% | 10% | 6% | 3% | 13%
CCC(=O)NC(=S)Nc1ccc(NC(=S)NC(=O)c2ccc(C)cc2)cc1 | -0.5% | -0.2 | 1597 | -0.9% | 1.1 | -0.1% | -1% | 1% | -4% | 0%
COc1ccc(CN2C(=O)c3ccccc3C(/C=N\OCc3ccc(C)cc3)C2=O)cc1 (stereo not given) | -0.3% | · | · | 16% | 1.1 | 10% | 7% | -19% | -5% | -11%
O=C(c1cccs1)N1CCCC(c2nc3c(nnn3Cc3ccccc3)c(=O)[nH]2)C1 (stereo not given) | -0.1% | -0.66 | 1020 | -0.1% | · | · | 16% | · | -6% | ·
COc1ccc(N2CCN(S(=O)(=O)c3ccc4c(c3)CC(C)N4C(=O)C3CC3)CC2)cc1 (stereo not given) | -0.1% | · | · | 4.6% | · | · | 4% | · | -3% | ·
Cc1ccc(N(Cc2cc3ccc(C)cc3[nH]c2=O)C(=O)c2ccco2)cc1 | 0.0% | -0.94 | 1146 | 3.2% | · | · | 16% | · | -9% | ·
Cc1csc(C(C)N(C)C(=O)CCc2nnc(CCc3ccccc3)o2)n1 (stereo not given) | -0.9% | 0.72 | 1395 | 0.8% | 1.1 | -1.6% | 14% | 2% | -3% | 0%
OC(CNCc1ccc(-c2ccccc2)cc1)c1ccccc1 (stereo not given) | -1.0% | 0.12 | 1474 | -4.7% | 1 | -3.3% | 4% | -3% | 7% | 5%
O=C(CN(Cc1ccccc1)C(=O)CCC(=O)Nc1nccs1)NCc1ccccc1 | -1.0% | · | · | 0.4% | · | · | 5% | · | 1% | ·
COc1ccc(Nc2nc(C)cc(C)c2C#N)c(OC)c1 | -0.7% | · | · | 2.4% | · | · | 9% | · | 0% | ·
Oc1c(Br)cc(C=Nc2ccc3nc(-c4ccccc4)[nH]c3c2)c(O)c1Br | -0.3% | -0.63 | 1291 | -0.5% | 0.8 | -6.1% | 23% | -27% | -8% | 7%
CCCCNC(=S)NCCN1CCCCC1 | -0.4% | · | · | 0.2% | 0.9 | -3.3% | 5% | -11% | -3% | -14%
COc1ccc(N(CC(=O)Nc2cccc(N(C)S(C)(=O)=O)c2)S(=O)(=O)c2ccc(C)cc2)cc1 | -1.0% | 0.43 | 1517 | 1.4% | 1.5 | -2.1% | 11% | 10% | -3% | 8%
CCOC(=O)CC1C(=O)NCCN1C(=O)Nc1ccccc1 (stereo not given) | 0.1% | · | · | 0.2% | 1.1 | · | 2% | 12% | -12% | 13%

Random draw from the library; overall some 1.5% were active at least once.
